# High-throughput results: PubChem BioAssay, several laboratories
# Jurkat tox 60K: cytotoxicity toward Jurkat T cells, primary screen, cytotoxicity control, cell-based, Jurkat E6.1, 60K MLSMR library. Jurkat E6.1 viability, ATP luminescence, 48 h. inhibition, % at 4 µM. 1.2% of 56,000 active. AID 463, 2006;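 active means inhibition above the mean inhibition of all tested compounds plus 3 SD, cut at about 28% in these data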
# S1P1 ag pot: S1P1 agonists and agonism potentiators, primary screen, cell-based, primary and confirmation screens, CRE-bla reporter; 0.57% of 56,000 active; Sphingosine 1-phosphate receptor 1 (Homo sapiens), P21453; S1P1 CRE-bla cells, forskolin, beta-lactamase FRET, potentiator mode; S1P1 agonist co-added at EC20, 2 nM; 100% = saturating reference agonist, 0% = basal; activation, % at 9.5 µM;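 active means activation above a cutoff set at the mean activation of all tested compounds plus 3 SD, cut at about 54% in these data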;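 further: forskolin at 4 µM as EC80 and the EC20 agonist is SEW2871; 100% = SEW2871 at its EC100 plus forskolin at EC80; some compounds past the cut are filed as inactive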
# HEK293 NFkB inh: inhibitors of PMA/ionomycin-induced NF-kB reporter, primary screen, antigen receptor NF-kB inhibitor project, cell-based, HEK-293 luciferase reporter, luminescence; 0.21% of 62,000 active; HEK-293 NF-kB luciferase reporter; AID 465, 2006; inhibition, % at 3 µM;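 active means inhibition above the mean of all tested compounds plus 3 SD, cut at about 40% in these data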;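 further: 0% = stimulated DMSO wells and 100% = 10 µM reference inhibitor 5653914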
#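 Signal: luciferase luminescence; Material: HEK-293 cells with stable firefly luciferase reporter driven by four HIV NF-kB elements; Probe or stimulus: PMA with ionomycin; Replication: tested once; Times: 1 h compound pretreatment, then 16 h stimulation at 37 °C, 5% CO2; Benchmarks: DMSO and 10 µM reference inhibitor; Evaluation: per-plate % inhibition versus controls.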
# 5HT1a antag: human 5-HT1a receptor antagonists, primary screen, cell-based, CHO, Ga15 NFAT-bla reporter; 0.68% of 62,000 active; CHO 5-HT1a Ga15 NFAT-bla reporter, antagonist mode; inhibition, % at 10 µM; AID 612, 2007; 5-hydroxytryptamine receptor 1A (Homo sapiens), P08908;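 active means inhibition above the mean of all tested compounds plus 3 SD, cut at about 43% in these data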;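 further: receptor stimulated by 5-CT agonist at 100 nM near EC80; beta-lactamase reporter measured by ratiometric fluorescence of a cleavable substrate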
# HTR1E agonist: 5-HT1E receptor agonists, primary screen, cell-based, HTS; 0.69% of 65,000 active; activation, % at 6 µM; CHO 5-HT1E Ga15 NFAT-bla reporter, FRET; 0% DMSO wells, 100% control agonist wells;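 active means activation above a set limit, the screen-wide mean activation plus 3 SD, cut at about 8.5% in these data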;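 further: 100% = positive control agonist at 1 µM giving full maximal response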
# D1 mod: D1 CRE-luciferase signal change, two-sided – cell-based, HEK293 D1, dopamine EC30, D1 allosteric modulator project, primary screen; D(1A) dopamine receptor (Homo sapiens), P21728; dopamine EC30 potentiation; actives deviate in either direction; B-score at 10 µM; 5.9% of 58,000 active; AID 641, 2007;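 active means luminescence count or its row- and column-corrected plate score outside the 99.7% band of the plate's sample wells, on either side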
# Target sequence (P21728 whole entry, looked up): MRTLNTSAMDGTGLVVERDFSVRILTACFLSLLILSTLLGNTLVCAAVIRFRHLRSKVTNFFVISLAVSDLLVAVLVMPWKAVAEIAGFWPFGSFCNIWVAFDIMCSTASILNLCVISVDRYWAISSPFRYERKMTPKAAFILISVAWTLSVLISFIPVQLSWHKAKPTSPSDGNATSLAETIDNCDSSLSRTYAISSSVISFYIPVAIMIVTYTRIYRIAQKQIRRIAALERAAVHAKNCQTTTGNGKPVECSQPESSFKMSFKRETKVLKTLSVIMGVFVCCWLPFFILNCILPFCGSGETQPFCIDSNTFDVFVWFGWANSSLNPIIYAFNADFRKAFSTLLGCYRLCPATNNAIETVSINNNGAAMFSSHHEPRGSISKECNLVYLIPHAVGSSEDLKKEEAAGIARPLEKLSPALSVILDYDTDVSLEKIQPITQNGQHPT
# 5HT1E antag: 5-HT1E receptor antagonists, primary screen, cell-based, HTS; 0.99% of 65,000 active; inhibition, % at 6 µM; CHO 5-HT1E Ga15 NFAT-bla reporter, FRET, antagonist; 5-hydroxytryptamine receptor 1E (Homo sapiens), P28566;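 active means inhibition above a set limit, the mean inhibition across every tested compound plus 3 SD, cut at about 29% in these data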;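 further: signal is the 460 over 535 nm emission ratio of beta-lactamase substrate; 0% = agonist plus DMSO wells and 100% = wells without agonist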
# HTR1A agonist: human 5-HT1a receptor agonists, primary screen, cell-based, CHO, Ga15 NFAT-bla reporter | 5-hydroxytryptamine receptor 1A (Homo sapiens), P08908 | CHO 5-HT1a Ga15 NFAT-bla reporter, FRET ratio; 0% basal, 100% maximal reference agonist | activation, % at 10 µM | 0.56% of 65,000 active | AID 567, 2006;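 active means activation above the screen-wide mean activation plus 3 SD, cut at about 19% in these data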;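 further: 0% = DMSO wells and 100% = 5-CT at EC100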
# S1P3 ag: human S1P3 receptor agonists, primary screen, cell-based, primary and confirmation, NFAT-BLA reporter; AID 373, 2006; activation, % at 4.5 µM; S1P3 NFAT-BLA reporter cells, agonism, FRET ratio; relative to 1 µM S1P, basal subtracted; 0.1% of 60,000 active; Sphingosine 1-phosphate receptor 3 (Homo sapiens), Q99500;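 active means activation above the screen-wide mean plus 3 SD, cut at about 4.5% in these data, passing the limit was not always enough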; further: some compounds called inactive have numbers as strong as hits
# Target sequence (Q99500 whole entry, looked up): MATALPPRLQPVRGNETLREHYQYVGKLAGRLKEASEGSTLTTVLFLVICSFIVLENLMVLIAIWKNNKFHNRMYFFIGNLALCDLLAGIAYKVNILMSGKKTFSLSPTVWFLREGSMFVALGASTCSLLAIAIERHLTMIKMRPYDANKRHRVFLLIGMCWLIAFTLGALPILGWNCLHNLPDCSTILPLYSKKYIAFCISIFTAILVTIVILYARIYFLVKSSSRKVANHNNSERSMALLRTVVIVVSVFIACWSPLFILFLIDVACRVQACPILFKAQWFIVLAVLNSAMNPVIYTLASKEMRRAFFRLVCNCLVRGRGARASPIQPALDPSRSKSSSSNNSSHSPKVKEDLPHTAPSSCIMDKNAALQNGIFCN
#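 Benchmarks: high control 1 µM S1P / System: stable CHO line with human S1P3, Gα16, NFAT-BLA reporter / Dosing: single compound concentration, 4.5 µM final / Timing: 4 h compound at 37 °C, 2 h substrate at RT / Measured by: FRET β-lactamase substrate fluorescence, excitation 405 nm, 460/535 nm emission ratio, background-subtracted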
# The depositor's hits bear a star; . = no result given.
SMILES,Jurkat tox 60K,S1P1 ag pot,HEK293 NFkB inh,5HT1a antag,HTR1E agonist,D1 mod,5HT1E antag,HTR1A agonist,S1P3 ag
CCOC(=O)c1ccc(CNC(=O)C2CCCCC2C(=O)OCC(F)(F)F)o1 (stereo not drawn),-1,12,6,0,-0.2,1.1,-11,-0.9,-0.7
O=C1CSC(c2nn(-c3ccccc3)cc2-c2cc3ccccc3oc2=O)N1Cc1ccco1 (stereo not drawn),.,.,6,0,1.2,-0.21,-10,1.2,.
O=C(c1ccc(CS(=O)(=O)c2c(Cl)cccc2Cl)o1)N1CCN(c2ccccn2)CC1,1,-9,13,-6,0.9,0.76,-2,0.7,-0.7
CCCCOC(=O)CSc1nnc(N)s1,-4,-23,-8,5,2.9,-0.12,4,-3.6,-1.6
COc1ccc(CNC(=O)c2cc(-c3ccco3)on2)cc1,-1,-26,14,-1,-0.2,-0.42,7,-5.2,-0.6
COc1ccc(/C(O)=C2\C(=O)C(=O)N(CCCN(C)C)C2c2ccccc2F)cc1Cl (stereo not drawn),0,-10,11,-20,1.1,-0.012,-11,1.5,0.2
CCCCCC(=O)Nc1ccc2oc(-c3cncc(Br)c3)nc2c1,-4,.,-27,4,-0.3,1.2,5,-2.4,-0.4
O=C(O)c1cccn2c(=O)c3ccccc3nc12,-4,-15,-3,-5,-1.2,-0.026,-5,-0.3,-0.1
COc1ccc(C2/C(=C(\O)c3cc(C)ccc3C)C(=O)C(=O)N2CCN(C)C)cc1OC (stereo not drawn),.,.,-1,1,0.6,-0.082,0,0.2,.
C=CCSc1n[nH]c(-c2ccc(OC)cc2)n1,0,-33,-21,1,-0.3,0.0097,20,-0.7,1.7
O=C(c1ccco1)N1CCN(C(=O)C2CCN(S(=O)(=O)c3cccs3)CC2)CC1,-4,1,-5,-4,-1.3,-0.78,-13,1.7,-0.6
COc1ccc(OCCCC(=O)Nc2ccc3c(c2)OCO3)cc1,11,3,15,7,-0.2,-0.1,7,-1.0,-1.4
CCOC(=O)C(NC(C)=O)(Nc1ccc(F)cc1)C(F)(F)F (stereo not drawn),0,20,12,1,0.0,0.18,-3,-4.6,0.8
Cc1ccc(-c2nn(-c3ccccc3)cc2CN(Cc2ccccc2)C(=O)CCC(=O)O)o1,4,-15,1,1,-0.8,14*,-3,-0.1,-0.5
Cc1cc(=O)c2n(Cc3ccccc3Cl)nc[n+]2[nH]1,.,.,6,4,0.0,3.9,-1,-1.5,.

# 3 compounds picked at random from the list so far, as already listed:
SMILES,Jurkat tox 60K,S1P1 ag pot,HEK293 NFkB inh,5HT1a antag,HTR1E agonist,D1 mod,5HT1E antag,HTR1A agonist,S1P3 ag
Cc1ccc(-c2nn(-c3ccccc3)cc2CN(Cc2ccccc2)C(=O)CCC(=O)O)o1,4,-15,1,1,-0.8,14*,-3,-0.1,-0.5
COc1ccc(OCCCC(=O)Nc2ccc3c(c2)OCO3)cc1,11,3,15,7,-0.2,-0.1,7,-1.0,-1.4
CCOC(=O)C(NC(C)=O)(Nc1ccc(F)cc1)C(F)(F)F (stereo not drawn),0,20,12,1,0.0,0.18,-3,-4.6,0.8

# Next results:
SMILES,Jurkat tox 60K,S1P1 ag pot,HEK293 NFkB inh,5HT1a antag,HTR1E agonist,D1 mod,5HT1E antag,HTR1A agonist,S1P3 ag
COc1ccc(NC(=O)Cn2nnc(-c3ccccc3F)n2)cc1Cl,5,-5,18,-8,0.1,.,-6,0.2,-0.2
Cc1noc(C)c1S(=O)(=O)N(CC(=O)NCc1ccc(Cl)cc1)c1ccc2c(c1)OCO2,5,1,4,19,0.8,0.043,10,0.2,-1.3
O=C(COc1ccc2ccccc2c1)N1CCN(c2ccccc2O)CC1,.,.,24,5,1.0,.,0,1.0,.
CCOC(=O)C1CCCN(CCC(=O)Nc2ccc(F)c(F)c2)C1 (stereo not drawn),0,-2,-7,22,-0.5,-1,-4,-4.5,-1.2
COc1ccc(OC)c(CNC(=O)C2CCN(C(=O)N(C)C)CC2)c1,-7,-7,-2,-8,-0.1,1.8,-1,-1.2,0.4
Cc1ccccc1C(=O)N1CCC(C(=O)Nc2cccc(F)c2)CC1,-5,-16,2,7,0.4,.,5,-0.1,-0.9
Cc1ccc(C)c(NC(=O)CNS(=O)(=O)c2ccccc2)c1,5,.,5,3,-1.2,0.62,-1,-0.4,-1.5
CCn1c(=O)c(C(=O)Nc2cnccn2)c(O)c2ccccc21,-6,-8,11,2,-0.5,-0.4,1,-2.2,-1.6
Cn1c(C(=O)NCCCN2CCCCCC2)cc2c(=O)n(C)c3ccccc3c21,-1,-39,19,-3,-0.1,2.1,-6,2.0,0.8
COc1ccc(-n2c(SCCC(=O)O)nnc2-c2ccncc2)cc1,-4,-8,16,-9,-0.2,-1.2,-2,-0.5,0.2
COc1ccc2c(c1)c(=O)oc1cc(OCC(=O)NC3CC3)ccc12,.,.,5,-10,0.5,.,2,-6.2,.
NS(=O)(=O)c1ccc(NC=C2C(=O)OC3(CCCCC3)OC2=O)cc1,-11,-12,14,3,-0.7,-1.2,9,-3.8,-1.2
CCCC(=O)Nc1ccc(NC(=O)C23CC4CC(CC(C4)C2)C3)cn1,-7,8,-7,11,0.2,0.32,12,1.1,-0.6
COc1ccccc1N1CCN(CC(=O)Nc2ccc(C)c(F)c2)CC1,9,10,9,36,-0.8,-0.0091,6,2.5,0.2
COc1cc(OC)c(C2C(C(=O)Nc3ccc(C)cc3C)=C(C)Nc3ncnn32)cc1OC (stereo not drawn),1,-20,-3,-4,-0.3,-0.86,-3,-3.4,-0.3
CCOC(=O)c1c(C)c(C(=O)N(C)C2CCCCC2)c(C)n1C,-3,4,4,14,-1.6,-1.2,5,0.6,0.0
CCOc1ccc(C(=O)C2CCN(CC(=O)Nc3ccccc3N3CCOCC3)CC2)cc1,.,.,18,-10,0.3,.,4,0.6,.
C=CCNC(=O)CCCC(=O)NCC=C,-9,.,15,-7,-0.1,-0.14,-4,0.5,-0.2
CCC1Oc2ccccc2N(CC(=O)NCCN2C(C)CCCC2C)C1=O (stereo not drawn),-4,2,2,11,1.2,0.055,2,-3.2,-0.3
O=c1[nH]c2cc3c(cc2cc1CN(CCCO)Cc1nnnn1Cc1ccc(F)cc1)OCO3,0,-19,12,-1,0.3,-0.019,0,-2.8,0.9
O=C(Cc1ccccn1)Nc1ccccc1,0,-4,1,0,-0.1,0.084,-6,-2.9,0.4
COC(=O)c1ccc2c(=O)n(Cc3ccc4c(c3)OCO4)c(SCC(=O)N3CCCC3)nc2c1,.,.,-2,5,-5.0,1.2,12,96*,.
COc1ccc(C=NCCC2(O)CC(C)N(C)CC2C)cc1 (stereo not drawn),.,-5,.,.,0.1,.,10,-1.1,-3.8
CC1CN(S(=O)(=O)c2ccc(C(=O)Nc3nnc(-c4ccc5c(c4)CCCC5)o3)cc2)CC(C)O1 (stereo not drawn),-6,-2,0,9,-0.1,0.42,-1,-3.5,0.3
Cc1[nH]nc2c1C1(CCC3(CC1)OCCO3)C(C#N)=C(N)O2,-4,.,-7,-2,0.3,-0.26,-1,-2.2,-0.4
CC(C)N(c1ccccc1)c1ccc(NC(=O)C2CCCO2)cc1 (stereo not drawn),-8,22,-3,10,1.5,-1.1,13,-1.7,-0.3
CN=CC1=C(O)CC(C)(C)CC1=O,-5,21,13,7,-1.5,-1.3,1,1.3,0.5
CCN(CC)c1ccc(NS(=O)(=O)c2ccc3c(c2)oc(=O)n3C)c(C)c1,6,22,-2,4,0.2,-0.72,25,12,-0.7
COc1cccc(-n2cnc3scc(-c4cccs4)c3c2=O)c1,0,6,19,16,-1.2,.,19,0.2,-0.7
COc1cc2[nH]c(=O)n(CCCCCC(=O)NCCCN3CCCC3=O)c(=O)c2cc1OC,.,.,12,-5,-0.1,-0.18,6,-5.6,.
Cn1nnc(NC(=O)C(c2ccccc2)c2ccccc2)n1,-5,-23,14,3,0.0,-0.6,-2,-4.9,-0.9
O=C(C1CCC(Cn2c(=O)[nH]c3ccccc3c2=O)CC1)N1CCN(c2ccccc2)CC1 (stereo not drawn),3,11,12,-9,2.8,0.27,-11,6.2,-0.4
CCN(CC)C(=O)CSc1nc2ccccc2c(=O)n1CC1CCCCC1,.,25,.,.,-0.1,.,37*,4.4,-7.0
CN(C)CCCN1C(=O)c2oc3ccccc3c(=O)c2C1c1cccs1 (stereo not drawn),-3,-10,21,14,-0.8,-0.021,-2,-1.9,-0.5
O=C(NCCN1CCOCC1)c1noc2c1CCc1ccccc1-2,-3,-14,-2,-17,0.2,-0.32,3,0.1,-0.2
Cc1ccc2c(c1)NC(=O)C(CC(=O)Nc1ccc(CN3CCC(C)CC3)cc1)O2 (stereo not drawn),-3,-19,-8,4,0.4,0.61,-5,-1.7,-0.3
CC(=O)Nc1ccc2nc(-c3cccnc3)[nH]c2c1,.,.,4,-6,17*,-0.17,-5,-2.3,.
COc1cccc(C(c2nnnn2Cc2ccco2)N2CCN(c3cccc(C)c3C)CC2)c1OC (stereo not drawn),0,4,27,52*,1.9,-0.0079,-22,3.0,-1.2
Cc1ccc(C(=O)C2COC(=O)C2)cc1 (stereo not drawn),.,.,2,-12,1.1,1,-14,0.6,.
COc1ccc(-n2c(CSc3nc(C)cc(C)n3)nnc2SCC(=O)Nc2nccs2)cc1,8,1,18,-5,-0.8,2,11,-0.8,-1.1
COC(=O)c1nn(-c2ccc(-c3ccccc3)cc2)cc1O,31,-25,1,-3,0.4,-1.7,-1,-0.1,0.1
O=C(Nc1ccc(NC(=O)C2CC2)nc1)c1cccnc1,4,15,-19,-1,0.1,.,7,-3.1,-1.1
Cc1occc1C(=O)Nc1ccc2c(c1)OCCO2,5,-7,-28,7,-1.5,-1.9,2,-1.3,-1.0
CC(C)CCNC(=O)C1CCCN(S(=O)(=O)c2ccc(F)cc2)C1 (stereo not drawn),-3,.,8,4,1.2,.,5,0.4,-0.8
Cc1nnc(NC(=O)CCSc2ccccc2)s1,-1,-9,12,-6,0.7,-1.1,-5,1.1,-0.8
O=C(NCC1COc2ccccc2O1)c1cn(Cc2ccc(F)cc2)nn1 (stereo not drawn),-6,-4,3,-7,8.6,-0.42,-11,3.0,-0.7
CC(C)OC(=O)c1cccc(C(=O)OCc2ccco2)n1,10,-4,7,4,0.1,-0.0012,-1,-0.8,-0.8
